# Source: PubChem
# FLuc inh = firefly luciferase inhibition; AID 411; 72,000 tested, 2.2% active; P08659; purified firefly luciferase, luminescence, 8 min; Potency, µM (series often up to 57.1 µM), for the others: at the top dose activity change, negative = inhibition, hits mostly inhibitors; also: potency is read from the fitted curve at half-maximal effect; % is scaled to controls: 0 for no effect and ±100 for the full control effect; nearly all actives have a fitted effect of over 40% in size
#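 Substrate buffer containing 10 uM ATP (pH 7.2 imidazole, Mg2+, KCl, detergent, BSA) is dispensed, compound pinned in, then luciferase/luciferin detector mix added. After 8 min at ambient temperature, light output is measured.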
# Fluorescein fluor = compound autofluorescence in fluorescein spectral region | 59,000 tested, 0.91% active | max fluorescein-equivalent concentration, M | Compound autofluorescence, 480/540 nm, fluorescein-equivalent; hits give high values; in the data active = max fluorescein-equivalent concentration above about 10 nM; inconclusive = between about 1.1 nM and that limit
#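 Tris 100 mM pH 8.0; 15 min RT; CCD read, ex 480/em 540 nm. Output: fluorescein-equivalent concentration per compound concentration, from six-point dye series on each plate.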
# Caspase-1 inhib = blocks human caspase-1 allosterically or competitively; Potency, µM (doses to about 57.5 µM), without a hit: at the highest dose activity change, negative = inhibition, usual class: inhibitors; P29466; AID 900; 75,000 tested, 0.03% active; Caspase-1 enzyme, Ac-WEHD-AFC fluorogenic rate;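 also: potency is read from the fitted curve at half-maximal effect; plate controls were vehicle for no effect and no substrate for full effect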
# Target sequence (P29466 120-297 limits assumed): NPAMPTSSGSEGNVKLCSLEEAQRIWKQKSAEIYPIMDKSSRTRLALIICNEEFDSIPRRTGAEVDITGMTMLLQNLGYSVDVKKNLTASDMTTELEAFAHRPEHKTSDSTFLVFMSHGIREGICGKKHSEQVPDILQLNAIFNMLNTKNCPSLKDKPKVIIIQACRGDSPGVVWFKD
# Target sequence (P29466 317-404 limits assumed): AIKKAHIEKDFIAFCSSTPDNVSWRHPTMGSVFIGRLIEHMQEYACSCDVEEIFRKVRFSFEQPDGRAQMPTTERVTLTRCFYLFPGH
# TexasRed autofl = compound fluoresces in the Texas Red spectral region. Compound fluorescence, Texas Red channel, 547/618 nm; hits give high values. AID 587. 59,000 tested, 0.06% active. max dye-equivalent concentration, M; in the data active = max dye-equivalent concentration above about 10 nM; inconclusive = between about 1.1 nM and that limit
#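 Dye-equivalent concentrations come from scaling compound signal (ex 547, em 618 nm) to six Texas Red standard concentrations run on every plate, after 15 min room-temperature incubation in pH 8.0 Tris (100 mM).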
# Tau fil binding = binds recombinant human tau filaments; Potency, µM (series often up to 57.1 µM), without a hit: at the top dose activity change, negative = inhibition; 71,000 tested, 2% active; recombinant tau filaments, thioflavin S fluorescence, 15 h; filaments grown with octadecylsulfate alongside compound; AID 596; P10636;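 also: potency is read from the fitted curve at half-maximal effect; % is scaled to controls: 0 for no effect and ±100 for the full control effect; actives lower thioflavin S fluorescence by blocking filaments or displacing dye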
#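 Read-out: ThS fluorescence, 450 nm excitation/510 nm emission; lower signal marks blocked filament formation or displaced dye. Tau at 1 uM with 30 uM ODS, 10 uM ThS, 5 mM DTT, 100 mM NaCl, 10 mM HEPES pH 7.4; 15 h, 37 C.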
# HEK293 cAMP ctrl = counter-screen for TSHR agonists: cAMP increase in parental HEK293; parental HEK293 CNG cAMP sensor, membrane potential fluorescence; Potency, µM (highest dose often 57.1 µM), without a hit: top-dose activation, most hits filed as activators; 73,000 tested, 2.5% active; also: potency is read from the fitted curve at half-maximal effect; % of control where 0% means no effect; nearly all actives have a fitted effect of over 55% in size
#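 Parental HEK 293 cells stably expressing a modified CNG channel (no TSHR) report cAMP rise as membrane depolarization. Membrane potential dye with 100 uM RO 20-1724 was loaded for 60 min at room temperature, then compound added for 30 min; fluorescence read at 590 nm.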
# ERK AVP block = blocks ERK signaling stimulated by vasopressin; AID 995; HEK293-V1b, vasopressin-stimulated pERK AlphaScreen; Potency, µM (titrated, usually from 57.5 µM), without a hit: top-dose activity, negative = inhibition, most hits filed as inhibitors; 72,000 tested, 0.99% active; also: potency is read from the fitted curve at half-maximal effect; % is scaled to controls: 0 for no effect and ±100 for the full control effect; nearly all actives have a fitted effect of over 55% in size
#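 qHTS, compounds titrated on V1b-expressing HEK293 cells. Preincubation 30 min at 37C, vasopressin 25 nM for 5 min, lysis 10 min, bead incubation 5 hr at room temperature.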
# Rhodamine fluor = compound autofluorescence in rhodamine spectral region | 59,000 tested, 0.05% active | Rhodamine-region fluorescence, 547/598 nm, Tris buffer; hits give high values | max dye-equivalent concentration, M; in the data active = max dye-equivalent concentration above about 11 nM; inconclusive = between about 1.1 nM and that limit
#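 Read-out is relative fluorescence at 547 nm excitation and 598 nm emission, expressed as dye-equivalent concentration using rhodamine standards on every plate. Each compound was profiled across a concentration series after 15 min in 100 mM Tris, pH 8.0.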
# HADH2 inh = HADH2 (human) dehydrogenase inhibition | recombinant HADH2, NADH fluorescence, beta-hydroxybutyryl-CoA | Potency, µM (top dose mostly 57.1 µM), for inactives: at the top dose activity change, negative = inhibition, hits mostly inhibitors | 73,000 tested, 3.4% active; also: potency is read from the fitted curve at half-maximal effect; % is scaled to controls: 0 for no effect and ±100 for the full control effect; nearly all actives have a fitted effect of over 60% in size; many of its hits are not listed in these tables
# Target sequence (Q99714 whole entry, looked up, one chain of several): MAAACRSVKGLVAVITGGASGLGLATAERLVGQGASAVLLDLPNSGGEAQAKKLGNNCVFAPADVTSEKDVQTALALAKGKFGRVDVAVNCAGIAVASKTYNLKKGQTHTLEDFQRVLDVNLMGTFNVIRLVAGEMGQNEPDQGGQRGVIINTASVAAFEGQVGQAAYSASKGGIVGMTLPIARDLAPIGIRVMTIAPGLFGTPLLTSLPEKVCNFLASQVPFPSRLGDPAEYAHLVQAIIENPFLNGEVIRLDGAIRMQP
#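 Read-out: 360 nm excitation, 450 nm emission, kinetic over 4 min. Conditions: His-tagged human HADH2 20 nM, pH 9.0 Tris with Tween-20, 1 mM NAD+, 90 uM beta-hydroxybutyryl-CoA.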
# Casp7 inh = blocks human caspase-7 allosterically or competitively | recombinant caspase-7, Ac-DEVD-AFC fluorescence rate | Potency, µM (doses to about 57.5 µM), for the others: top-dose activity change, negative = inhibition, hits mostly inhibitors | 75,000 tested, 0.02% active | P55210; active = well fitted inhibition curve with a large enough effect in the main read-out, with a control signal flat, not every such curve was filed as active; inconclusive = small, poorly fitted or top-dose-only effect, or a change in a side signal; also: potency is read from the fitted curve at half-maximal effect; % of control where 0% means no effect
# Target sequence (P55210 24-198 limits assumed): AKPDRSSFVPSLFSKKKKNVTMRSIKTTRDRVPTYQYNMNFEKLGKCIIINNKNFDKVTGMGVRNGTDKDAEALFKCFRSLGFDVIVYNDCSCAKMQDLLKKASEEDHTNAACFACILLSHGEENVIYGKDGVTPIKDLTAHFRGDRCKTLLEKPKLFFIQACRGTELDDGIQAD
# Target sequence (P55210 207-303 limits assumed): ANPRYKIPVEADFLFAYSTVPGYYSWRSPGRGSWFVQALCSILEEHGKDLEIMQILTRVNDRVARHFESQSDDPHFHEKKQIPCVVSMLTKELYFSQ
# USP2a inh = blocks human ubiquitin-specific protease USP2a; O75604; 60,000 tested, 0.1% active; AID 927; USP2a enzymatic assay, qHTS inhibition; Potency, µM (titrated, usually from 38.3 µM), for inactives: at the top dose activity change, negative = inhibition, hits mostly inhibitors;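 also: potency is read from the fitted curve at half-maximal effect; nearly all actives have a fitted effect of over 60% in size; plate controls were DMSO for no effect and NEM full inhibition control for full effect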
#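 USP2 core (20nM final) preincubated 30 min RT with compound, then Ub-PLA2 20nM and NBD C6-HPC 20uM final added; buffer 20mM Tris-HCl pH 8.0, 2mM CaCl2. Fluorescence Ex 460/Em 535 read at 0 and 2.5 h; normalized to NEM.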
# * = called active by the depositor; i = inactive; ? = inconclusive; · = no result given; [ ] = remark or other dose. Unless noted, calls follow the shape of the dose curve; as a rule, active = well fitted curve in the direction sought with a large enough effect; inconclusive = small, poorly fitted or top-dose-only effect, or another doubt; inactive = no such curve, though single readings can be large; an effect the other way counts as inactive or inconclusive.
structure	FLuc inh	Fluorescein fluor	Caspase-1 inhib	TexasRed autofl	Tau fil binding	HEK293 cAMP ctrl	ERK AVP block	Rhodamine fluor	HADH2 inh	Casp7 inh	USP2a inh
COCCn1c(=O)c2c3c(sc2n(CC(N)=O)c1=O)CCCC3	1%	i	1%	i	10%	1%	-9%	i	3%	0%	-10%
CCOc1ccccc1C1C(C(=O)Nc2ccccc2OC)=C(C)Nc2nc(CCCO)nn21 (configuration not stated)	-7%	·	2%	·	-3%	3%	-13%	·	7%	-2%	·
CCN(CC)CCCNC(=O)CC1Oc2ccc(C)cc2NC1=O (configuration not stated)	0%	·	1%	·	-1%	1%	2%	·	-15%	-2%	·
CCOC(=O)N=S(N)(=O)c1ccc(Cl)cc1 (configuration not stated)	-1%	i	0%	i	9%	-28%	4%	i	-9%	-1%	-6%
NC(=O)COC(=O)c1ccc(S(=O)(=O)N2CCCCCC2)cc1	4%	?	2%	i	-4%	-8%	?	i	12%	-1%	4%
COc1ccc(CNC(=O)Nc2cccc(C)c2)cc1	-5%	?	3%	?	-12%	14%	-1%	i	4%	-3%	3%
N#Cc1cc2c(nc1SCc1ccccc1)CCCC2=O	-1%	?	-2%	i	-1%	17%	7%	i	-5%	0%	4%
CN(C(=O)C1CCCO1)c1nnc(-c2ccncc2)s1 (configuration not stated)	0%	i	-1%	i	10%	-2%	?	i	·	2%	-2%
O=C(Nc1ccccc1C(F)(F)F)c1cc(-c2cccc(O)c2)on1	-3%	i	-2%	i	-7%	0%	17%	i	10%	1%	-2%
COc1ccc(N2CCN(C(=O)c3ccc(CS(=O)(=O)c4ccc(OC)cc4)o3)CC2)cc1	3%	·	-5%	·	13%	?	-26%	·	-1%	2%	·
CC(C)CCNC(=O)C(C)N(Cc1ccc(F)cc1)C(=O)c1ccc(CN2CCCCC2)o1 (configuration not stated)	1%	i	0%	i	-13%	?	-10%	i	17%	2%	23%
Cl/C(=C\n1cncn1)c1ccc(Cl)cc1Cl	5%	·	0%	·	?	?	-1%	·	-7%	-3%	·
c1cn(-c2ccnc(-c3ccc4c(c3)OCO4)n2)cn1	2%[2.29 µM]	i	1%	i	9%	-13%	20µM*	i	0%	-4%	47%[activator]
COc1ccc(CC(=O)OC(C)CN2CCCC2)cc1 (configuration not stated)	0%	?	1%	i	-4%	12%	-4%	i	3%	8%	-8%
Cc1cc(C)n2nc(S(=O)(=O)N(C)Cc3ccccc3)nc2n1	1%	i	0%	i	1%	-3%	-4%	i	9%	1%	1%
COc1ccc2c(CN(C)c3ccccc3)cc(=O)oc2c1	-9%	i	-1%	i	-6%	19%	27%	i	?	-4%	25%
CCC/C=C(\CCC)C(NC(=O)c1ccco1)c1ccc(C(=O)OC)cc1 (configuration not stated)	·	·	-2%	·	-2%	25µM*	22%	·	9%	-4%	·
O=C(CC1CCCCC1)NCC1CCCO1 (configuration not stated)	-1%	i	0%	i	-5%	2%	-3%	i	11%	-1%	-3%
O=S1(=O)CCC(N=Cc2cc(Br)ccc2O)C1 (configuration not stated)	0%	i	-8%	?	10%	-24%	-9%	i	-25%	-10%	-7%
Cc1cc(-c2nnc3sc(C4CCCCC4)nn23)n[nH]1	2%	i	-1%	i	-7%	6%	-10%	i	10%	3%	7%
COCCSc1ccccc1C(=O)Nc1cc(C)on1	-7%	i	-2%	i	-4%	2%	-11%	i	?	1%	-6%
O=C(CSc1nnc(CN2CCCCCC2=O)n1-c1ccccn1)NCC(F)(F)F	5%	?	0%	i	-1%	4%	-4%	i	10%	0%	-8%
Cc1nnc(NC(=O)CSc2nnc(Cc3cccn3C)n2-c2ccccc2)s1	0%	·	-1%	·	-3%	1%	·	·	-15%	-1%	·
Cc1sc2ncnc(N[C@@H](CCC(=O)O)C(=O)O)c2c1C	1%	?	-3%	?	-19%	5%	0%	i	8%	0%	-2%
CCCc1nc2c(=O)[nH]c3ccccc3c2o1	1%	i	0%	i	-24%	5%	3%	i	-4%	0%	-1%
COC(=O)c1ccc2c(=O)n(CCN3CCOCC3)c(SCC(=O)NC3CCCCC3)nc2c1	3%	i	1%	i	8%	-2%	-4%	i	2%	0%	0%
Cc1ccc(NC(=O)CNc2cccc(C)c2C)c(C)c1	-2%	?	-1%	?	-3%	-3%	?	i	-2%	-1%	5%
CCOC(=O)c1c(C)[nH]c(NC(=O)Nc2c(C)n(C)n(-c3ccccc3)c2=O)c1C	0%	i	1%	i	7%	5%	17%	i	-5%	0%	1%
Cc1ccc(N2CC(C(=O)OCC(=O)C(C)(C)C)CC2=O)cc1 (configuration not stated)	1%	i	-1%	?	-1%	-1%	2%	i	-3%	1%	·
CC12CCC(CC1=O)C2(C)C (configuration not stated)	·	·	0%	·	-13%	0%	-10%	·	6%	0%	·
COc1ccc(OC)c(NC(=O)CNC(=O)Cn2ccc3ccccc3c2=O)c1	0%	·	0%	·	-4%	4%	·	·	6%	0%	·
COc1cc(SC)ccc1C(=O)Nc1ccc2c(c1)CCN2S(C)(=O)=O	-23%	·	-2%	·	98%	17%	?	·	?	-1%	19%
COc1ccc2nc(C)[nH]c(=O)c2c1	6%	i	1%	i	8%	11%	14%	i	1%	-1%	2%
O=C(NC1CCCCC1)C(c1cccs1)N(CC1CCCO1)C(=O)c1csnn1 (configuration not stated)	-2%	i	-1%	i	4%	?	-14%	i	5%	1%	·
O=C(Cc1c[nH]c2ccccc12)Nc1nccs1	6%	i	0%	i	3%	-9%	15%	i	-16%	8%	-2%
O=C(Nc1nnc(C2CC2)s1)c1cc(-c2ccccc2)nn1-c1ccccc1	2%	i	-7%	i	55%	13%	-14%	i	8%	0%	-12%
COc1ccc(NS(=O)(=O)c2ccc3oc4ccccc4c3c2)cn1	-2%	i	-3%	i	12%	27%	-13%	i	4%	-4%	29%
COc1ccccc1OCC(=O)Nc1ccc(S(=O)(=O)Nc2nc(C)cc(C)n2)cc1	0%	·	-2%	·	6%[11.4 µM]	?	-19%	·	1%[11.4 µM]	-1%	7%[7.66 µM]
CCCS(=O)(=O)N1CCN(C(=O)c2ccccc2F)CC1	-1%	?	0%	i	-15%	21%	-3%	i	2%	2%	33%[activator]
Cc1ccc(Cn2cccc(NC(=O)c3ccco3)c2=O)cc1	-7%	i	-1%	?	-17%	16µM*	11%	i	-3%	-3%	3%
CCN(CC)CCNC(=O)c1c(O)c2cccc3c2n(c1=O)CCC3	3%	i	-3%	i	51%	?	35%[activator]	i	4%	1%	-9%
Cc1nn(C)cc1CNC(=O)c1ccccc1Br	2%	i	2%	i	3%	7%	-3%	i	7%	3%	-13%
Cc1ccc(S(=O)(=O)CC(=O)N(C)C)cc1	3%	i	2%	i	-1%	-2%	0%	i	2%	-8%	-5%
Cn1cccc1C(=O)N1CCC2(CC1)CN(Cc1cc(C(F)(F)F)cc(C(F)(F)F)c1)C2	2%[11.4 µM]	i	-3%	i	36%	16µM*	-20%	i	4%	0%	101%[activator]
COc1ccc(-n2cnnc2SCc2csc(-c3ccccc3)n2)cc1	0%	?	0%	i	16%	10%	-7%	i	-4%	-1%	5%
COc1ccc(-c2cc(C(=O)N3CCCc4ccccc43)no2)cc1OC	-3%	i	-1%	i	8%	25µM*	6%	i	-1%	-1%	11%
COc1cccc(=O)c2c(C)n(C)c(C)c12	-3%	?	-5%	i	?	5%	-19%	i	-24%	-16%	3%
NC(=O)C1CCN(C(c2ccccc2Cl)c2nnnn2Cc2ccc3c(c2)OCO3)CC1 (configuration not stated)	-2%	i	0%	i	12%	16%	-14%	i	11%	3%	5%
CCOC(=O)c1c(C)c(C(=O)NCc2cccs2)c(C)n1C	1%	i	2%	?	-2%	4%	-25%	i	5%	0%	12%
CCN(CC(=O)O)S(=O)(=O)c1cc(Cl)ccc1Cl	2%	i	-1%	i	3%	13%	1%	i	-10%	0%	2%

# Next part.
structure	FLuc inh	Fluorescein fluor	Caspase-1 inhib	TexasRed autofl	Tau fil binding	HEK293 cAMP ctrl	ERK AVP block	Rhodamine fluor	HADH2 inh	Casp7 inh	USP2a inh
COc1ccc(NC2CC(=O)NC2=O)cc1 (configuration not stated)	-38%	i	0%	?	6%	4%	4%	i	9%	6%	-7%
Cc1c(C)c(C)c(CC2(C)CSC2)c(CC2(C)CSC2)c1C	3%[11.4 µM]	i	0%[11.5 µM]	i	14%[11.4 µM]	-2%[11.4 µM]	10%[11.5 µM]	i	11%[11.4 µM]	-3%[11.5 µM]	·
Cc1noc(NS(=O)(=O)c2ccc(NC(=O)CS(=O)(=O)c3ccccc3)cc2)c1C	-2%	i	-6%	i	-11%	0%	0%	i	4%	1%	3%
CC(C)(C)c1onc(OCP(=O)(O)O)c1C[C@@H](N)C(=O)O	-3%	i	-3%	?	1%	-9%	18%	i	5%	-2%	3%

# A portion of the library, so the mix of outcomes need not match the whole.
